TrxR1 substrate: qHTS Assay for Substrates of Mammalian Selenoprotein Thioredoxin Reductase 1 (TrxR1): qHTS; Potency, µM (series often up to 114 µM), without a hit: top-dose activity change, negative = substrate turnover; AID 588456, 2011; hit rate 0.01% among 390,000; purified TrxR1 substrate turnover, NADPH consumption readout; note: potency is the fitted concentration of half-maximal effect; % is set by controls: 0 for no effect and ±100 for the full control effect; nearly all actives have a fitted effect of over 50% in size
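Rat TrxR1, dispensed at 90 nM, was prereduced with 400 uM NADPH (final) for 5 min at ~22 deg C, then incubated with compound 15 min before 400 uM selenite. A first-read NADPH fluorescence drop versus no-compound background flagged substrates.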
D2 agonist: HTS Assay for Allosteric Agonists of the Human D2 Dopamine Receptor: Primary Screen for Agonists; D(2) dopamine receptor (Homo sapiens), P14416; HEK293 T-REx D2 cells, calcium flux agonist mode; activation, % at 2 µM; hit rate 0.53% among 340,000;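 active = activation over 3 SD above normal in the single-dose calcium agonist read, cut at about 30% in these data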; note: 0% is about no effect
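Tetracycline-induced HEK293 Trex cells with D2 receptor force-coupled to calcium signaling, plated overnight at 30 C and loaded with no-wash calcium dye. Calcium flux read kinetically for 180 s after compound addition; responses flag agonists.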
USP1 inh: Inhibitors of USP1/UAF1: Primary Screen; Ubiquitin carboxyl-terminal hydrolase 1 (Homo sapiens), O94782; recombinant USP1/UAF1, Ub-Rhodamine cleavage fluorescence; Potency, µM (doses to about 57.1 µM), inactives show at the highest dose activity change, negative = inhibition, most hits filed as inhibitors; hit rate 0.23% among 390,000; AID 743255, 2014; note: potency is the fitted concentration of half-maximal effect; % is set by controls: 0 for no effect and ±100 for the full control effect; nearly all actives have a fitted effect of over 60% in size; inactives centre near -12
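High-throughput fluorogenic screen: 1nM USP1/UAF1 complex, Ub-Rho substrate 150nM final, 50mM HEPES pH 7.8 with 0.5mM EDTA, 0.1 mg/ml BSA, 1mM TCEP and 0.01% Tween-20.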
mIDH1 inhibitor: qHTS for Inhibitors of mutant isocitrate dehydrogenase 1 (IDH1): qHTS. Isocitrate dehydrogenase [NADP] cytoplasmic (Homo sapiens), O75874. IDH1-R132H enzyme, NADPH consumption, diaphorase/resazurin fluorescence. Potency, µM (doses to about 76.6 µM), inactives show top-dose activity change, negative = inhibition, hits mostly inhibitors. hit rate 0.093% among 390,000; note: potency is the fitted concentration of half-maximal effect; % is set by controls: 0 for no effect and ±100 for the full control effect; nearly all actives have a fitted effect of over 65% in size
Target sequence (O75874 whole entry R132H, stated change not applied): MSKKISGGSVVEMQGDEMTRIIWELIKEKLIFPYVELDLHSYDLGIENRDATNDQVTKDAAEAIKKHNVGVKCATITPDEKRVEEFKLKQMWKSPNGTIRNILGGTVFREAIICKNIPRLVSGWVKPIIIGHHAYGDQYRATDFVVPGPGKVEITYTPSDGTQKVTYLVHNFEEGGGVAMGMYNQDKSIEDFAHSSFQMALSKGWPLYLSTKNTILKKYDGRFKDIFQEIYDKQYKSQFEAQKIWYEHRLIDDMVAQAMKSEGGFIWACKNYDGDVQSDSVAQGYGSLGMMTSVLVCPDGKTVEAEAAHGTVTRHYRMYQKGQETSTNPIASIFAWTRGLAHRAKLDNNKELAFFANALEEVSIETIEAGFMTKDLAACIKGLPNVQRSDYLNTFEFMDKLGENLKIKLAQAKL
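IDH1-R132H (0.5 ug/mL dispensed) in pH 7.5 Tris buffer was preincubated 30 min with compound, then given a substrate mix of 0.016 mM NADPH and 2 mM alpha-KG for 80 min at room temperature; remaining NADPH was read by diaphorase/resazurin fluorescence.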
Pin1 inh: qHTS Assay to Find Inhibitors of Pin1. hit rate 0.009% among 390,000. Potency, µM (highest dose often 115 µM), without a hit: at the top dose activity, negative = inhibition, most hits filed as inhibitors. Peptidyl-prolyl cis-trans isomerase NIMA-interacting 1 (Homo sapiens), Q13526. Pin1 FP peptide displacement, HiFluor488, 10 min; active = well fitted inhibition curve with a large enough effect in the polarisation, with a control signal flat, not every such curve was filed as active; inconclusive = small, poorly fitted or top-dose-only effect, or effect the other way, or a change in a side signal; inactive = no such curve, though single readings can be large or run the other way; the % refers to the polarisation; note: potency is the fitted concentration of half-maximal effect; % is set by controls: 0 for no effect and ±100 for the full control effect
Target sequence (Q13526 whole entry, looked up): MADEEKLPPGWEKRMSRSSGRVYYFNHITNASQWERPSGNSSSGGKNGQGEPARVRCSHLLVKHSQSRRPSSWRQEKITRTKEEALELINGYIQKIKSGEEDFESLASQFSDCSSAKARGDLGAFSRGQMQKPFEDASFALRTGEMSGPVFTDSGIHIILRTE
D2 antagonist: HTS Assay for Allosteric Antagonists of the Human D2 Dopamine Receptor: Primary Screen for Antagonists. hit rate 2% among 340,000. inhibition, % at 10 µM. D(2) dopamine receptor (Homo sapiens), P14416. HEK293 TREx D2 cells, calcium flux, dopamine EC80; in the data active = inhibition above about 30%; note: 0% is about no effect
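Inhibition of EC80 dopamine-driven calcium flux, recorded kinetically, defines activity here; cells are a tetracycline-induced HEK293 T-REx line expressing force-coupled D2.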
TRHR agonist: qHTS for Small Molecule Agonists and Allosteric Enhancers of Human TRH Receptor: Primary Screen for Agonists; TRHR cells, calcium flux fluo-8, FDSS agonist mode; AID 493084, 2011; activation, % at 2 µM; hit rate 0.18% among 360,000; in the data active = activation above about 30%; note: 0% is about no effect
Target sequence (P34981 whole entry, looked up): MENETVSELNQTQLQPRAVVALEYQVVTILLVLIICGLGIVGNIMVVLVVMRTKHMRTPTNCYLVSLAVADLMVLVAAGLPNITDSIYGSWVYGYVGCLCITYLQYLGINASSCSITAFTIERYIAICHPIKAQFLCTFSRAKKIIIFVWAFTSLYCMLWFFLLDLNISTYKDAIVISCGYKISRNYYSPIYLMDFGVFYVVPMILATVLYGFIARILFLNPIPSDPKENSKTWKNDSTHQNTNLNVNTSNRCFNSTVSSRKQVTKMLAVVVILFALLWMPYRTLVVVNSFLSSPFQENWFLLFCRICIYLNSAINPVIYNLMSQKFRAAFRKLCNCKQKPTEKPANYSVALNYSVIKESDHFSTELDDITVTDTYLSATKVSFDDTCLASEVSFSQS
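Agonist-mode FDSS calcium read (Ex 480/Em 530, 1 s cycles) in 1536-well TRHR cells with fluo-8 dye, after 10-cycle baseline and 23 nL compound addition; TRH at EC20 (10 nM final) added afterwards for the enhancer phase.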
TRHR enhancer: qHTS for Small Molecule Agonists and Allosteric Enhancers of Human TRH Receptor: Primary Screen for Enhancers; TRHR cells, fluo-8 calcium fluorescence, EC20 TRH enhancement; enhancement, % at 2 µM; hit rate 0.66% among 360,000; Thyrotropin-releasing hormone receptor (Homo sapiens), P34981; in the data active = enhancement above about 30%; note: 0% is about no effect
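TRHR-expressing cells loaded with fluo-8 calcium dye were read kinetically (ex 480/em 530) during compound addition, then stimulated with an EC20 of TRH (10 nM final). Enhancement of the Gq-mediated intracellular calcium response was scored.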
TrxR1 inh: qHTS Assay for Inhibitors of Mammalian Selenoprotein Thioredoxin Reductase 1 (TrxR1): qHTS; AID 588453, 2011; recombinant rTrxR1, NADPH fluorescence consumption, selenite substrate; Potency, µM (series often up to 114 µM), for inactives: at the top dose activity change, negative = inhibition, usual class: inhibitors; hit rate 1% among 390,000; note: potency is the fitted concentration of half-maximal effect; % is set by controls: 0 for no effect and ±100 for the full control effect; nearly all actives have a fitted effect of over 65% in size
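Rat TrxR1 (90 nM in the dispensed reagent) was pre-reduced with 400 uM NADPH for 5 min at room temperature, then incubated with compound for 15 min. After 400 uM selenite was added, NADPH fluorescence (Ex 340/Em 450 nm) was followed for 8 min.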
An asterisk follows results filed as active; ? = inconclusive; . = not tested or not shown; [ ] = dose if it differs, or a comment. Unless noted, calls come from the whole dose curve; as a rule, active = well fitted inhibition curve with a large enough effect; inconclusive = small, poorly fitted or top-dose-only effect; inactive = no such curve, though single readings can be large or run the other way. Only part of the results is shown (hit frequency here may not be typical).

SMILES	TrxR1 substrate	D2 agonist	USP1 inh	mIDH1 inhibitor	Pin1 inh	D2 antagonist	TRHR agonist	TRHR enhancer	TrxR1 inh
Cc1ccc2c(=O)c(C(=O)c3ccc(Cl)cc3)cn(CC(=O)NC3CCCCC3)c2n1	11%	-0.2	-6%	-1%	13%	.	0.6	-13	22%
CC(=O)c1c(OC(=O)c2ccccc2)ccnc1C(F)(F)F	2%	0.4	-21%	-3%	0%	15	0.2	-2	13%
CCCCNC(=O)c1cc(C)nn1-c1ccccc1	6%	0.1	-6%	-13%	2%	-24	0.4	5	26%
CC(C)(C)NC(=O)C(c1ccccc1)N(Cc1ccco1)C(=O)c1csnn1 (stereo not drawn)	10%[57.1 µM]	0.1	-20%	3%	5%	-10	-0.4	-1	18%[57.1 µM]
COc1ccc(NC(=O)C(CC(C)C)NC(=O)c2ccccc2C)cn1 (stereo not drawn)	-8%	0.0	-17%	3%	-1%	-6	-0.2	6	9%
O=C(CCCN1C(=O)c2cccc3cccc(c23)C1=O)N1CCN(c2ccccc2)CC1	-5%	-1.0	-2%	2%	-5%	-16	-1.8	2	6%
COc1ccc(CCn2c(=N)c(C(=O)NCCN3CCOCC3)cc3c(=O)n4cccc(C)c4nc32)cc1OC	8%[57.1 µM]	1.0	-23%	-3%	-3%	8	0.2	4	25%[57.1 µM]
CCOC(=O)N1CCN(C(=O)c2cc(COc3ccc(Cl)cc3OC)on2)CC1	0%[57.1 µM]	-0.7	-2%	0%	-2%	4	-1.1	5	7%[57.1 µM]
C=CCN=C1CC(C)(C)CC(=O)/C1=C(\O)CCCN1C(=O)c2ccccc2C1=O	-25%[57.1 µM]	-0.4	-14%	4%	-1%	0	-0.6	20	-8%[57.1 µM]
O=C(Nn1cnc2ccccc2c1=O)c1cccc(Cl)c1	6%	-0.2	-8%	3%	-4%	2	1.2	20	11%[57.1 µM]
COc1ccc(OC)c(C2CC(=O)C(C)C(c3cc(OC)ccc3OC)N2)c1 (stereo not drawn)	3%	0.1	-13%	2%	-3%	10	-0.1	0	15%
Cc1ccccc1C(=O)Nc1ccc(Cl)cn1	2%	-1.0	-24%	3%	-1%	-12	0.3	4	8%
COc1ccc(N2CC(NC(=O)c3ccc(Br)o3)CC2=O)cc1 (stereo not drawn)	2%[57.1 µM]	0.3	0%	3%	-6%	.	-0.2	-6	6%[57.1 µM]
CC(C)(C)N1C(=O)[C@H]2[C@@H](c3ccc(Br)cc3)N3C(=O)N(c4ccccc4)C(=O)[C@@]3(C)[C@H]2C1=O	7%[57.1 µM]	-0.5	-26%	4%	5%	15	1.5	-11	4%[57.1 µM]
Cc1nc2ccc(C(=O)N(C)CC3CCCN(CCc4ccc(Cl)cc4)C3)cc2[nH]1 (stereo not drawn)	5%	0.9	-18%	0%	-3%	-11	0.1	3	23%
COc1cccc(CNC(=O)CN(C)S(=O)(=O)c2ccc3c(c2)n(C)c(=O)c(=O)n3C)c1	-8%	.	-23%	-3%	-10%	.	0.2	-4	-24%
CC1(C)CC(c2csc(N)n2)CCO1 (stereo not drawn)	-8%	-1.3	5%	5%	-7%	10	0.4	8	-9%
S=c1nc(SCc2ccccc2)[nH]c2ccccc12	0%[57.1 µM]	1.2	-10%	8%	-6%	-17	0.1	-3	-16%[57.1 µM]
COc1ccc(C)cc1NC(=O)NCCCCc1ccccc1	-2%	-0.6	-31%	-9%	?	-5	-0.5	5	17%
COc1cccc(Nc2c(F)c(OC)c(F)c(F)c2C(=O)O)c1	1%[57.1 µM]	-0.5	-4%	12%	-6%	-2	0.8	0	24%[57.1 µM]
CC(C)(C)NC(=O)CN(C(=O)c1csnn1)c1ccccc1-c1ccccc1	4%[57.1 µM]	0.3	-18%	6%	-1%	0	0.7	-16	22%[57.1 µM]
CCOC(=O)C1=C(CN2CCN(CCC#N)CC2)NC(=O)NC1c1ccc2c(c1)OCO2 (stereo not drawn)	5%[57.1 µM]	0.6	-3%	6%	5%	1	-1.2	-9	9%[57.1 µM]
CCOc1ccc(/C=C2/Sc3ccc(C(=O)N4CCN(C(=O)c5ccco5)CC4)cc3N(C)C2=O)cc1OC	.	-0.6	.	.	.	10	-0.4	1	.
C=CCn1c(SCC(=O)O)nnc1-c1ccccc1	2%	.	-11%	0%	3%	.	0.6	6	6%
O=C(NCc1ccccc1Cl)C1CCCN(C(=O)c2cnn(-c3ccc(F)cc3)c2-n2cccc2)C1 (stereo not drawn)	-12%	-0.5	-26%	-4%	?	.	-0.4	4	-15%
COc1ccc(-c2nc(C#N)c(NCC3CCCO3)o2)cc1 (stereo not drawn)	303%[activator]	0.7	1%	6%	-1%	-9	-0.4	-1	46%[activator][57.1 µM]
NC(=O)CSc1nc(-c2ccccc2)nc2c1CCCC2	2%[57.1 µM]	-0.2	-5%	5%	-1%	5	0.4	1	20%[57.1 µM]
CSc1ccc(/C=N/N2CCN(Cc3ccccc3)CC2)cc1	-5%	0.3	-29%	10%	1%	-4	-0.5	0	7%
CC(=O)Nc1ccc(S(=O)(=O)N(Cc2ccccc2)C(C)C)cc1	6%[57.1 µM]	0.4	-14%	4%	-6%	-13	-0.5	-2	17%[57.1 µM]
CC1CN(C(=O)COC(=O)c2cc(Cl)ccc2Cl)CC(C)O1 (stereo not drawn)	9%	0.7	2%	1%	0%	12	0.6	-2	27%

A different layout for some results above.
smiles | TrxR1 substrate | D2 agonist | USP1 inh | mIDH1 inhibitor | Pin1 inh | D2 antagonist | TRHR agonist | TRHR enhancer | TrxR1 inh
CSc1ccc(/C=N/N2CCN(Cc3ccccc3)CC2)cc1 | -5% | 0.3 | -29% | 10% | 1% | -4 | -0.5 | 0 | 7%
CC(=O)Nc1ccc(S(=O)(=O)N(Cc2ccccc2)C(C)C)cc1 | 6%[57.1 µM] | 0.4 | -14% | 4% | -6% | -13 | -0.5 | -2 | 17%[57.1 µM]

Going on with the list:
SMILES	TrxR1 substrate	D2 agonist	USP1 inh	mIDH1 inhibitor	Pin1 inh	D2 antagonist	TRHR agonist	TRHR enhancer	TrxR1 inh
O=C(c1cc(COc2c(F)cccc2F)on1)N1CCN(C2CCCCC2)CC1	2%[57.1 µM]	0.1	-2%	-3%	-13%	-3	0.5	4	-13%[57.1 µM]
COc1cc(CN2CCNC(=O)C2CC(=O)N2CCCCO2)cc(OC)c1 (stereo not drawn)	3%	1.0	-29%	0%	0%	-10	-2.4	7	7%
CC(=O)N(c1nc(/C=C\C(=O)O)cs1)c1ccccc1F	-3%	0.3	-7%	-4%	0%	-7	0.6	-3	0%
CCN(CC)CCNC(=O)c1ccc(NC(=O)c2cccc(S(=O)(=O)N3c4ccccc4CC3C)c2)cc1 (stereo not drawn)	-2%	-0.1	-21%	0%	-8%	-4	0.1	2	8%
CCSc1ccccc1C(=O)N1CCCC1	3%	0.5	-1%	8%	-12%	-5	0.4	22	20%
OCCN1CCN(Cc2nc(-c3cccc(Cl)c3)no2)CC1	-7%	-0.3	-6%	-15%	-5%	10	-0.9	-1	-3%
C=CCC(Nc1ccccc1)C12C=CC(O1)C(C(=O)OC)=C2C(=O)OC (stereo not drawn)	-2%	-1.0	-33%	9%	-1%	11	-0.2	0	7.9µM*
O=C(c1cccc(F)c1)N1CCC(O)(c2cccnc2)CC1	2%	0.2	-15%	3%	-6%	12	-0.2	0	10%
CCOC(=O)c1sc2ncn(CC(=O)N(CC)CC)c(=O)c2c1C	-3%	-1.3	-24%	-1%	2%	11	0.0	-10	2%
CCOC(=O)N1CCC(NC(=O)C(NS(=O)(=O)c2ccc3c(c2)CCN3C(=O)CC)C(C)C)CC1 (stereo not drawn)	7%[57.1 µM]	0.0	-10%	0%	6%	-13	0.3	-2	11%[57.1 µM]
CN1CCN(/N=C/c2ccc(-c3ccc([N+](=O)[O-])cc3Cl)o2)CC1	2%[57.1 µM]	15	-24%	0%	44%[activator]	3	12	4	6%[57.1 µM]
Cc1cc(C)cc(NC(=O)CC2NCCNC2=O)c1 (stereo not drawn)	-6%	0.3	-10%	16%	2%	-10	0.3	3	20%
CCc1cccc(C)c1NC(=O)c1nc2ccccc2nc1N1CCCCC1	-3%[57.1 µM]	0.3	-9%	-15%	-4%	.	0.2	-3	0%[57.1 µM]
Cc1ccc(NS(=O)(=O)c2cccc3cccnc23)c(Br)c1	-3%	0.9	-13%	8%	2%	4	0.5	-7	-7%
COC(=O)c1[nH]c2ccccc2c1NC(=O)Oc1ccccc1	11%[57.1 µM]	0.2	-19%	2%	-4%	-1	-0.1	-4	-1%[57.1 µM]
CSc1cccc(NC(=O)Cn2nc(C)c3sc4ccccc4c3c2=O)c1	9%	-0.2	-1%	-11%	-12%	.	-1.0	3	2%
Cc1ccc(CSCC(=O)NCc2cccnc2)cc1	0%	-1.1	-2%	-7%	-1%	-1	-0.8	-4	8%
NC(=O)NCc1cccs1	5%	2.4	?	7%	-8%	1	0.5	-4	18%[11.4 µM]
Cc1ccc(OCCSc2nnc(-c3ccncc3)n2C)cc1	5%	-0.3	-26%	2%	-1%	6	-0.2	-4	3%
COc1cccc(CNC(=O)c2cc(S(=O)(=O)N3CCCC3)cn2C)c1	8%[57.1 µM]	-0.6	-14%	14%	-24%	29	-0.3	-3	6%[57.1 µM]

Screens: PubChem BioAssay, National Center for Advancing Translational Sciences (NCATS)
